# From PubChem
# DAX1 inh-1: NR0B1 (DAX1) inhibition. P51843. actives 0.99% (n = 340,000). HEK293 Gal4-DAX1 luciferase reporter, luminescence. AID 504766. inhibition, % at 6.75 µM;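 active = inhibition above the mean over all tested compounds plus 3 SD, cut at about 4.2% in these data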;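 note: 0% = DAX1-transfected cells with DMSO and 100% = empty-vector control cells with DMSO; inhibition shows as a rise in luminescence from relieved DAX1 repression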
# hgDAF12 agonist: agonists of H. glycines DAF-12 nuclear receptor. actives 1.8% (n = 370,000). activation, % at 6.8 µM. HEK293 GAL4-hgDAF12 UAS-luciferase reporter, agonist luminescence; normalized to butyrate control;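 active = activation above a cutoff set at the mean of all screened compounds plus 3 SD, cut at about 10% in these data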;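 note: 0% = DMSO wells and 100% = sodium butyrate wells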
# DAX1 inh-2: inhibitors of DAX1 repression of SF-1 activated StAR promoter; HEK293T StAR-luciferase reporter, SF-1/DAX-1 repression relief; inhibition, % at 6.8 µM; actives 1.1% (n = 370,000); AID 652010;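 active = inhibition above the mean over all tested compounds plus 3 SD, cut at about 3.6% in these data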;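 note: 0% = DAX-1 cells with DMSO and 100% = cells lacking DAX-1 with DMSO; higher inhibition means more luminescence from relief of DAX-1 repression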
# hcDAF-12 act: activators of H. contortus DAF-12 nuclear receptor; actives 1.4% (n = 370,000); activation, % at 6.8 µM; HEK293 hcDAF-12 lit1-tk-luc reporter, luminescence; 0% DMSO, 100% Δ7-dafachronic acid;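 active = activation above the mean of all tested compounds plus 3 SD, cut at about 5.5% in these data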;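 note: 100% = response to 3 µM Δ7-dafachronic acid high control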
# GC-B act: GC-B (human) receptor activation | activation, % at 10 µM | P20594 | actives 0.11% (n = 370,000) | AID 1920062 | HEK293-GC-B cells, CNP EC30, cGMP TR-FRET; 0% at EC30 CNP, 100% saturating CNP;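 active = activation at 10 µM reaching about 35% in either raw or pattern-adjusted values, limit read from the data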
# GC-A act: GC-A (human) enzyme activation. HEK293 GC-A cells, cGMP TR-FRET, EC30 ANP; 0% at EC30 ANP, 100% saturating ANP. actives 0.14% (n = 370,000). activation, % at 10 µM. P16066. AID 1671463; in the data active = activation above about 40%
# Target sequence (P16066 whole entry, looked up): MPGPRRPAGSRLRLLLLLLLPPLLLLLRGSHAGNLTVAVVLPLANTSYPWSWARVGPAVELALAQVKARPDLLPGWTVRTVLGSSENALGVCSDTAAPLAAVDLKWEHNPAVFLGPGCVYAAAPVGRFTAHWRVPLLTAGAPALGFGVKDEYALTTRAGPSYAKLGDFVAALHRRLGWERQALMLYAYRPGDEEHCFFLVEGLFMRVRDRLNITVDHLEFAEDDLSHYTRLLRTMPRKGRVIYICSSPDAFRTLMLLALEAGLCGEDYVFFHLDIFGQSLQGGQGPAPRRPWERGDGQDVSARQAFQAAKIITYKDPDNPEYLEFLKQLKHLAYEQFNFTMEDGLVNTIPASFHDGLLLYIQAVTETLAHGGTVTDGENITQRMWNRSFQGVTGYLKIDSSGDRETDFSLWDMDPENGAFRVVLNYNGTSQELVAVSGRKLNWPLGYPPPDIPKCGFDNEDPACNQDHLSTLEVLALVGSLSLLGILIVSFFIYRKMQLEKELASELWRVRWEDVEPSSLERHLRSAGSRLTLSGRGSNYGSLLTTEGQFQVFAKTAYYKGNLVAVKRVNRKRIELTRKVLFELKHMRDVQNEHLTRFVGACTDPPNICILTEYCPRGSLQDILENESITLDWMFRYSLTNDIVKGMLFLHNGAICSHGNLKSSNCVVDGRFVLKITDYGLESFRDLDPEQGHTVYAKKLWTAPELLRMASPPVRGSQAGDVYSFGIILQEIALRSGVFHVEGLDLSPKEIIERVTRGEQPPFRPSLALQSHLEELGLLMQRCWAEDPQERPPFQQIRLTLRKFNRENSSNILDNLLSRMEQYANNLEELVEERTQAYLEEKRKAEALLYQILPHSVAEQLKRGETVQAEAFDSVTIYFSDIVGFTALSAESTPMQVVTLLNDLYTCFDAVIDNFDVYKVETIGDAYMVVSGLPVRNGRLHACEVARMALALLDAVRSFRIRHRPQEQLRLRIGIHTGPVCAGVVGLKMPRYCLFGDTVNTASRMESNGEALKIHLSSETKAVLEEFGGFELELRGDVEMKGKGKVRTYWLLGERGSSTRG
# KLK7 zymogen act: activates the human kallikrein-7 zymogen. AID 652039. purified proKLK7, EDANS-DABCYL substrate fluorescence; 100% is mature enzyme control, 0% vehicle. actives 0.9% (n = 370,000). activation, % at 7 µM. P49862;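 active = activation above the mean of all tested compounds plus 3 SD, computed per campaign excluding outliers beyond control limits, cut at about 13% in these data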
# sPLA2-III inh: Inhibits HGIII-sPLA2 liposome hydrolysis, primary screen. QFRET BODIPY PC-A2 liposome hydrolysis, fluorescence. inhibition, % at 12.2 µM. actives 0.56% (n = 370,000);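 active = inhibition above mean plus 3 SD of compounds lying within the high and low control bounds, cut at about 19% in these data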;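 note: 0% = median of test compound wells and 100% = no enzyme DMSO wells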
# ssDAF12 agonist: activators of S. stercoralis DAF-12 nuclear receptor | activation, % at 6.8 µM | HEK293 ssDAF-12/GRIP1 lit1-tk-luc reporter, luminescence; % of 3 µM dafachronic acid response | AID 652126 | actives 1% (n = 370,000);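 active = activation above the mean over all tested compounds plus 3 SD, cut at about 0.9% in these data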;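 note: 0% = DMSO-only wells and 100% = 3 µM delta7-dafachronic acid wells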
# FXN GAA850 act: increases GAA850 frataxin promoter reporter activity; activation, % at 6 µM; HEK293 lucGAA850 FXN promoter luciferase reporter, 24 h; percent of 10 µM SAHA response; actives 0.56% (n = 360,000);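 active = activation above the average of all compounds screened plus 3 SD, cutoff fixed separately per campaign, cut at about 7.5% in these data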;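 note: 0% = DMSO wells and 100% = 10 µM SAHA wells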
# SMARCA2 activ: increases SMARCA2 function in MMTV reporter cells. MG213 cells, MMTV-luciferase reporter, dexamethasone, overnight. activation, % at 9.1 µM. actives 1% (n = 370,000). AID 652017; in the data active = activation above about 7.8%;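 note: 0% = vehicle wells and 100% = reference activator wells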
# * = called active by the depositor; x = no result given. Not a hit list, and some 6.7% of all compounds hit somewhere here.
no.	smiles	DAX1 inh-1	hgDAF12 agonist	DAX1 inh-2	hcDAF-12 act	GC-B act	GC-A act
1	CCCCCn1c(=O)c(F)cn(Cc2ccc(OC)c([N+](=O)[O-])c2)c1=O	-0.6	-2.5	-0.8	0.7	5.0	6.9
2	O=C(NNS(=O)(=O)c1ccc(F)cc1)c1cccc(O)c1	1.2	1.8	-0.2	-1.5	6.3	0.4
3	OCC[C@H]1C[C@H](O)[C@@H](O)[C@@]2(Cc3ccccc3CCO2)O1	-0.4	-1.5	-0.1	-0.3	4.8	2.5
4	CN(CC1CCN(CCc2cccc(C(F)(F)F)c2)CC1)C(=O)c1ccc(F)cc1F	-0.7	0.6	-0.6	-2.8	-3.0	-5.2
5	Cc1cc(C(=O)N(C)C)sc1-c1ccccc1	2.5	3.9	1.6	1.5	-0.5	1.4
6	Cc1nc2ccc(NC(=O)Cc3ccc(Br)cc3)cc2s1	-1.5	3.3	0.8	-2.4	-1.0	3.4
7	CCOC(=O)c1sc2nc(CC(=O)OC)nc(NCc3ccc(F)cc3)c2c1C	0.0	7.0	-0.6	-1.5	-0.2	5.7
8	O=C(Cc1ccc(Br)cc1)Nc1ccc2[nH]ncc2c1	-0.9	-1.0	-0.8	0.4	-2.6	-2.1

no.	KLK7 zymogen act	sPLA2-III inh	ssDAF12 agonist	FXN GAA850 act	SMARCA2 activ
1	-0.2	-10.6	-1.1	0.6	1.3
2	0.3	-8.1	-1.1	0.2	-2.3
3	-0.7	6.4	-1.2	0.9	1.1
4	-0.4	-7.5	-2.1	0.3	-2.6
5	0.7	1.4	-0.8	2.3	3.8
6	0.1	-10.8	-1.7	3.3	-4.0
7	0.4	-5.3	-2.0	-5.1	-2.8
8	0.0	-5.2	-1.5	0.2	-2.2

# Other entries follow:
no.	smiles	DAX1 inh-1	hgDAF12 agonist	DAX1 inh-2	hcDAF-12 act	GC-B act	GC-A act
9	CC(C)c1nnc(NC(=O)Cc2ccccc2[N+](=O)[O-])s1	-0.9	4.6	0.2	1.3	4.8	5.4
10	O=S(=O)(Nc1ccc(Cc2ccncc2)cc1)c1cccs1	0.7	0.4	-0.1	0.2	2.8	2.9
11	CN(/N=C/c1ccc([N+](=O)[O-])o1)c1ccccc1	-2.1	-5.2	-2.2	-1.7	-10.3	-6.2
12	COC(=O)[C@]12C[C@H](CC(=O)N3CCN(C(=O)c4ccco4)CC3)C(=O)N(Cc3ccccc3)C1=C[C@H](C(C)(C)C)O[C@@H]2C	x	-0.4	1.2	-1.6	-13.7	-8.1
13	Cc1ccc(S(=O)(=O)N2CCN(C(=O)COC(=O)Cc3cccc(C(F)(F)F)c3)CC2)c(C)c1	1.1	-0.3	-0.6	-0.5	2.4	-3.2
14	CCn1ncc(/C=N\NC(=O)c2csc3ccccc23)c1C	-2.2	4.8	-2.3	-0.3	-4.6	-10.2
15	O=C(c1ccccc1F)N1CCN(c2cnn(-c3cccc(Cl)c3)c(=O)c2Cl)CC1	0.0	-2.6	-0.9	-3.1	3.6	2.9
16	COc1ccccc1C(=O)NC(=O)CSc1nncn1C	0.3	-1.6	0.2	-0.1	1.1	-0.7

no.	KLK7 zymogen act	sPLA2-III inh	ssDAF12 agonist	FXN GAA850 act	SMARCA2 activ
9	-0.7	-13.9	0.2	3.9	-0.4
10	-0.8	-3.5	-1.2	-2.0	-2.7
11	0.1	10.1	-1.4	0.0	2.4
12	0.4	-4.8	-1.0	x	-0.6
13	-0.1	-19.8	-1.4	2.8	-3.1
14	-0.2	2.2	-0.8	-2.9	-0.6
15	0.8	5.7	-1.9	0.9	-4.7
16	-0.6	8.4	-0.7	0.7	-0.5

# Sorted by value in GC-A act (ascending): some entries from above.
cpd	Compound	GC-A act
14	CCn1ncc(/C=N\NC(=O)c2csc3ccccc23)c1C	-10.2
12	COC(=O)[C@]12C[C@H](CC(=O)N3CCN(C(=O)c4ccco4)CC3)C(=O)N(Cc3ccccc3)C1=C[C@H](C(C)(C)C)O[C@@H]2C	-8.1
13	Cc1ccc(S(=O)(=O)N2CCN(C(=O)COC(=O)Cc3cccc(C(F)(F)F)c3)CC2)c(C)c1	-3.2

# Other entries follow.
no.	smiles	DAX1 inh-1	hgDAF12 agonist	DAX1 inh-2	hcDAF-12 act	GC-B act	GC-A act
17	Cc1c(C(=O)NCc2cccc(C(F)(F)F)c2)sc(=O)n1Cc1cccc(F)c1	x	-3.9	-0.7	-0.8	-1.6	-2.6
18	CCc1ccc(NC(=O)COC(=O)/C=C/c2ccco2)cc1	0.9	1.2	-0.1	-0.1	0.5	-3.8
19	CC1CCN(S(=O)(=O)c2ccc(Cl)s2)CC1	-0.2	-1.7	-0.5	-0.7	2.7	-0.9
20	CC1CCC(NCC(=O)Nc2cccc(S(N)(=O)=O)c2)CC1 (configuration not stated)	0.0	0.3	-0.4	-1.7	0.3	-2.7
21	CS(=O)(=O)NCCNC(=O)c1cc(OCC(F)(F)F)ccc1OCC(F)(F)F	1.5	-1.8	-0.5	0.2	0.1	-5.4
22	Cc1ccc2[nH]c3c(=O)n(CCCN4CCN(C)CC4)cnc3c2c1	0.1	0.9	-0.4	2.5	0.7	2.4
23	O=C(CNC(=O)c1ccc(Cl)cc1)c1ccccc1	4.2	6.5	1.0	3.9	3.7	8.0
24	Cc1nc(NC(=O)c2ccco2)sc1-c1csc(Nc2ccc(Cl)cc2)n1	-1.1	1.7	0.0	2.7	1.1	-4.2

no.	KLK7 zymogen act	sPLA2-III inh	ssDAF12 agonist	FXN GAA850 act	SMARCA2 activ
17	-0.6	-4.3	-1.4	-3.7	-3.4
18	0.1	-14.7	-0.5	2.5	-1.9
19	-0.1	11.7	-0.9	-0.9	-1.2
20	0.2	1.9	-2.1	-0.2	0.7
21	-0.1	3.5	-0.8	2.9	0.7
22	0.8	-1.3	-1.1	-0.6	-0.1
23	-0.1	-13.3	0.1	5.2	3.6
24	-2.0	2.4	0.4	-1.9	1.5

# Results in GC-B act, for some of the entries so far:
no. | mol | GC-B act
18 | CCc1ccc(NC(=O)COC(=O)/C=C/c2ccco2)cc1 | 0.5
19 | CC1CCN(S(=O)(=O)c2ccc(Cl)s2)CC1 | 2.7
20 | CC1CCC(NCC(=O)Nc2cccc(S(N)(=O)=O)c2)CC1 (configuration not stated) | 0.3
21 | CS(=O)(=O)NCCNC(=O)c1cc(OCC(F)(F)F)ccc1OCC(F)(F)F | 0.1
22 | Cc1ccc2[nH]c3c(=O)n(CCCN4CCN(C)CC4)cnc3c2c1 | 0.7
23 | O=C(CNC(=O)c1ccc(Cl)cc1)c1ccccc1 | 3.7

# Following part
no.	smiles	DAX1 inh-1	hgDAF12 agonist	DAX1 inh-2	hcDAF-12 act	GC-B act	GC-A act
25	COc1ccccc1/C=C/C(=O)NCC(=O)N/N=C/c1ccc(C)o1	-0.6	-1.2	-0.4	-0.6	8.8	2.1
26	O=C(OCC(=O)N1CCc2ccccc2C1)c1c(F)cccc1Cl	1.5	15.6*	5.6*	4.1	0.3	2.0
27	CCc1nc(NC(=O)Cc2csc(C)n2)sc1C(=O)OC	-0.3	-2.1	0.0	-0.4	-1.5	-1.9
28	S=C(NCCc1ccccn1)Nc1ccc(Cl)cc1	-0.2	2.0	0.1	-2.3	0.9	-0.9
29	CCOc1c(C(=O)CC)cc2c(C)cc(=O)oc2c1C	0.3	-1.2	-1.3	0.5	-4.3	2.4
30	CCN(CC)CCN(C(=O)c1ccc([N+](=O)[O-])cc1)c1nc2c(OC)cccc2s1	1.9	-0.3	-0.5	-0.9	-2.3	-6.3
31	CN(C)c1ccc(N=Nc2ccccc2C(=O)OCC(=O)N(C)C2CCCCC2)cc1	-0.6	7.0	-0.4	3.2	2.9	4.9
32	Cc1nc(SCC(=O)CC(=O)OC(C)C)c(C#N)c(C)c1C	-0.4	2.6	1.9	-1.6	6.5	-3.3

no.	KLK7 zymogen act	sPLA2-III inh	ssDAF12 agonist	FXN GAA850 act	SMARCA2 activ
25	0.8	-3.3	-1.0	0.9	-2.5
26	0.6	0.3	-0.1	2.7	5.8
27	0.5	0.4	-2.1	-1.3	0.4
28	-0.1	2.5	-0.9	2.8	0.1
29	0.5	6.4	-1.2	-1.2	-5.3
30	-0.1	1.3	-1.8	-4.7	-2.3
31	-0.4	2.5	-1.1	1.2	0.9
32	39.9*	2.6	-1.7	-2.7	-1.5

# DAX1 inh-2: entries above that show a hit.
no.	SMILES	DAX1 inh-1	DAX1 inh-2	hcDAF-12 act	GC-B act	GC-A act	KLK7 zymogen act	sPLA2-III inh	ssDAF12 agonist	SMARCA2 activ
26	O=C(OCC(=O)N1CCc2ccccc2C1)c1c(F)cccc1Cl	1.5	5.6*	4.1	0.3	2.0	0.6	0.3	-0.1	5.8

# (list continues)
no.	smiles	DAX1 inh-1	hgDAF12 agonist	DAX1 inh-2	hcDAF-12 act	GC-B act	GC-A act
33	O=C(Nc1ccncc1)Nc1cccc(F)c1	1.5	-0.6	-1.5	0.6	-3.9	0.8
34	CCn1cc(/C=N/O)c(C)n1	0.5	4.0	-0.6	-0.1	3.0	0.9
35	Cc1cccc(N2CC(C(=O)Nc3nnc(SCC(=O)Nc4nccs4)s3)CC2=O)c1 (configuration not stated)	0.1	-2.0	0.6	-2.3	1.6	-3.1
36	Cn1c(CN2CCN(C(=O)c3ccccc3)CC2)nc2cc([N+](=O)[O-])ccc21	-1.7	-2.8	1.1	-0.3	-6.0	-1.7
37	CCCCC(=O)Nc1ccc(NC(=O)c2cnccn2)cn1	0.1	2.5	1.1	0.5	1.8	-0.5
38	N#Cc1c(/N=C\c2ccc(O)c([N+](=O)[O-])c2)sc2c1CCCC2	0.7	0.0	0.7	1.4	2.7	5.5
39	CNc1nc(-c2ccccc2)[n+](-c2ccc(C)cc2)s1	-1.8	8.1	1.7	11.3*	15.3	-0.2
40	CN(C)C=NC(=O)c1cc(C(=O)c2ccc(Cl)cc2)c[nH]1	0.4	-0.3	0.0	-1.1	-7.6	-3.1
41	COc1ccc(-c2nc(CCl)cs2)cc1	-0.9	5.0	2.1	4.0	-2.7	-2.2
42	COc1ccc(-c2noc(=O)n2Cc2ccccc2Cl)cc1	-1.1	-1.4	-0.6	-0.7	3.1	3.1
43	O=C(Nc1ccc(Nc2ccccc2)cc1)c1ccco1	3.8	9.7	1.1	2.8	-8.8	0.7

no.	KLK7 zymogen act	sPLA2-III inh	ssDAF12 agonist	FXN GAA850 act	SMARCA2 activ
33	-0.6	-9.5	-0.7	1.9	-1.2
34	-0.2	1.4	-1.3	0.5	-3.0
35	-1.0	8.3	-0.1	3.1	1.0
36	0.5	10.6	0.9*	-0.2	-0.6
37	0.2	6.7	-1.0	1.8	-0.2
38	-0.2	7.7	-1.1	1.5	-0.1
39	0.2	-2.4	1.1*	-0.1	2.9
40	-0.2	3.9	-1.6	-0.4	0.0
41	-0.5	-1.8	0.1	3.6	2.6
42	-0.8	1.8	-0.7	-0.1	-3.1
43	-0.6	-0.9	-0.3	3.0	0.2
